TDP1 block: TDP1 (human) enzyme inhibition | Q9NUW8 | recombinant TDP1, AlphaScreen DNA substrate cleavage | Potency, µM (highest dose often 130 µM), inactives show top-dose activity change, negative = inhibition, usual class: inhibitors | actives 0.28% (n = 350,000); further: nearly all actives have a fitted effect of over 40% in size
Target sequence (Q9NUW8 whole entry, looked up): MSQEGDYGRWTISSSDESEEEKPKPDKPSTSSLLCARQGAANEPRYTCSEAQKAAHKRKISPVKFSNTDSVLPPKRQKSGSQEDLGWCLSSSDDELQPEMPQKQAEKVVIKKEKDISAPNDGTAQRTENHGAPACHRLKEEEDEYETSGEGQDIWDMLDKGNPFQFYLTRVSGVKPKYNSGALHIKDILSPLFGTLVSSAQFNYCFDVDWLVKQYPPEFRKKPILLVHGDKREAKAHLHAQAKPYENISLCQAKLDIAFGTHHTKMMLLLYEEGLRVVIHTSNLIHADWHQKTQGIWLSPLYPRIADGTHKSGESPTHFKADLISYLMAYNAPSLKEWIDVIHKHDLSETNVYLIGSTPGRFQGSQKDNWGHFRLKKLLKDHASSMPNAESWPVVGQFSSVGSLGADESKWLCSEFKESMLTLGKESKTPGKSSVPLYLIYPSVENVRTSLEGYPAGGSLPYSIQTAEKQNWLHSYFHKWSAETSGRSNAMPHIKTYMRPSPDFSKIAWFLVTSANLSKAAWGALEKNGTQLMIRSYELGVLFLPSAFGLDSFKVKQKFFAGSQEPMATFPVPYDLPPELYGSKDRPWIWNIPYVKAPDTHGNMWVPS
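Tdp1 1 nM final; 15 min RT w/ cpd; substrate 15 nM, 5 min; beads 10 ug/ml, 10 min; AlphaScreen read. Neg ctrl: no enzyme.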
N370S GC: inhibits or activates N370S mutant glucocerebrosidase. Potency, µM (series often up to 59.4 µM), for the others: at the highest dose activity change, negative = inhibition, actives largely listed as inhibitors. P04062. AID 2101. actives 0.092% (n = 330,000). N370S GC spleen homogenate, 4MU-glucoside fluorescence;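 further: 0% = full enzyme activity and -100% = no enzyme basal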
FEN1 inh: human FEN1 inhibition | actives 0.35% (n = 390,000) | AID 588795 | Potency, µM (doses to about 114 µM), for inactives: top-dose activity change, negative = inhibition, usual class: inhibitors | Recombinant FEN1 flap cleavage, fluorescence, 15 min; further: nearly all actives have a fitted effect of over 65% in size
Target sequence (P39748 whole entry, looked up): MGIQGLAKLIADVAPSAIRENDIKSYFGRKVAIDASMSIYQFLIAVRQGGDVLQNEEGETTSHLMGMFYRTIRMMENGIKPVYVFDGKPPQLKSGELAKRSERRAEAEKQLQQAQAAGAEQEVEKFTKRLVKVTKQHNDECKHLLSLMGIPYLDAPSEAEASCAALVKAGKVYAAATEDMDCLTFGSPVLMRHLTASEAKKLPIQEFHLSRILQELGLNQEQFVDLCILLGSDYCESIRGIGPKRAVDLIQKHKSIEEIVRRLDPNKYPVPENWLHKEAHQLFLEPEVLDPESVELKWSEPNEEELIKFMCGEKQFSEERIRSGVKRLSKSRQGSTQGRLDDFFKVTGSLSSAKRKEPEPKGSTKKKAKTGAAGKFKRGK
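In this screen, 50 nM flap DNA substrate was added to 10 nM FEN1 pretreated with compound for 15 min at room temperature; cleavage was followed with reads at 0 and 15 min, and Hill fitting gave concentration–response parameters.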
* hit, by the source's call; ? = inconclusive; / = no result given; & = joins results of further samples; [ ] = remark or other dose. The call rests on the fitted dose curve; in most records, active means well fitted curve in the direction sought with a large enough effect; inconclusive means small, poorly fitted or top-dose-only effect, or another doubt; inactive means no such curve, though single readings can be large; an effect the other way counts as inactive or inconclusive. Unless noted, on the % scale 0 is the no-effect control and ±100 the full control effect; potency means the concentration at half of the fitted maximal effect.

| TDP1 block | N370S GC | canonical_smiles | FEN1 inh |
| --- | --- | --- | --- |
| 0.0% | -13.2% | CCOC(=O)COc1ccc(S(=O)(=O)N2CCN(c3ccccc3)CC2)cc1 | -5.8% |
| 0.0% | 13.4% | O=C(c1cccc(-n2cnnn2)c1)N1CC=C(c2ccccc2)CC1 | 0.1% |
| 6.2% | 0.3% | Cc1ccc(NC(=O)N2CCCc3ccccc32)cc1 | 2.2% |
| 7.8% | / | CCc1cccc(C)c1NC(=O)Cn1ccn(Cc2ccc(Cl)cc2)c(=O)c1=O | -0.9% |
| 4.2% | -9.4% | CCOC(=O)C1=C(O)/C(=C/c2ccc(OCC(=O)Nc3ccc(C)cc3)cc2)N=C1C | -16.4% |
| -2.8% | 0.2% | O=C(Nc1cnc2ccccn2c1=O)c1ccc(F)cc1 | -2.1% |
| 8.3% | 17.9% | Fc1cnc(N/N=C/c2ccc(-c3ccc(Br)cc3)o2)nc1N1CCOCC1 | -5.2% |
| / | 1.1% | CCN(c1ccccc1)S(=O)(=O)c1ccc(Cl)c(NC(=O)COC(=O)c2ccc[nH]c2=O)c1 | -2.1% |
| 2.1% | -3.2% | COC(=O)c1ccccc1NC(=O)c1cccc(NC(=O)CSCc2ccccc2)c1C | -2.9% |
| / | -5.9% | CCc1ccccc1NC(=O)CNCC(=O)Nc1ccccc1CC | 14.9% |
| 1.9% | 3.3% | O=C(O)C1CCCN1S(=O)(=O)c1ccc2c(c1)CCC2 (stereo not drawn) | -4.0% |
| -2.6% | / | CCCN(C(=O)Cc1nc(-c2ccc(OC)cc2)no1)c1ccccc1C | -24.5% |
| / | 23.1% | COc1ccc(C)cc1Nc1n[n+](-c2ccccc2)c(-c2cccc(Cl)c2Cl)s1 | -15.5% |
| 6.2% | / | Cc1ccc(Cl)cc1N1CCN(c2ncnc3c2nc2n3CCCCC2)CC1 | -19.7% |
| 2.6% | -1.8% | CCOC(=O)c1c(NC(=O)CN(C)C2CCN(C)CC2)sc(C(=O)Nc2ccccc2)c1C | -13.3% |
| 2.3% | 2.8% | O=C(N1CCN(c2ccccc2)CC1)C(F)(F)C(F)F | 8.5% |
| 12.4% | / | COc1ccc(NS(=O)(=O)c2ccc3[nH]c4c(c3c2)CCCC4)cc1Cl | 3.9% |
| -2.0% | 0.1% | O=C1CN(C(=O)C2CC2)c2ccccc2N1 | 5.1% |
| 0.0% | / | O=C(NC1=NCCS1)C1CC(=O)N(c2ccc(F)cc2)C1 (stereo not drawn) | -4.8% |
| 4.2% | -3.5% | CC1CCCC(C)N1C(=O)c1ccc2c(c1)S(=O)(=O)c1ccccc1C2=O (stereo not drawn) | -3.3% |
| -4.2% | -3.3% | CCOc1ccc(N=CC2=C(O)CC(C)(C)CC2=O)cc1 | -2.1% |
| 9.0% | 8.7% | Clc1ccc(-c2nnc(N3CCCC3)nn2)cc1 | 12.6% |
| 4.0% | 12.6%[2.35 µM] | Cc1ccc(S(=O)(=O)N2CCCC2C(=O)O)cc1 (stereo not drawn) | -2.7% |
| 4.1% | 10.3% | CCOC(=O)C1=C(O)/C(=C/c2cc(OC)c(OC)c(OC)c2)SC1=Nc1ccc(OC)cc1 | -5.8% |
| 4.2% | 4.7% | COc1ccc(OC)c(C(=O)c2ccc(C(=O)Nc3ccc4ccccc4c3)cc2)c1 | -17.7% |
| 1.0% | 0.0% | CCCn1nnc(NC(=O)COc2ccc(Cl)cc2)n1 | -0.4% |
| 7.1% | -15.0% | O=C1c2ccccc2S(=O)(=O)N1CCCCN1CCN(c2ncccn2)CC1 | / |
| / | -6.3% | C[C@H](NC(=O)c1cc2cc(Cl)ccc2n1C)C(=O)N1CCC[C@H]1C(=O)O | 9.0% |
| 4.8% | 2.1% | Cc1ccccc1N1CCN(C(=O)c2ccccc2NC(=O)/C=C\C(=O)O)CC1 | -1.9% |
| 5.3% | -14.5% | Cc1cccc(OCC(=O)Nc2cc(S(=O)(=O)N3CCCCC3)ccc2N2CCN(C)CC2)c1 | -4.9% |
| -2.0% | -4.4% | Cc1ccc(C)c(OCC(O)CN2CCC(C)CC2)c1C (stereo not drawn) | -3.2% |
| 4.4% | -0.8% | CCCCNC1=C(Br)C(=O)CC(C)(C)C1 | 2.9% |
| 5.1% | 11.4% | CC1=C(C)CC(C(=O)Nc2nc(-c3ccc(F)cc3)c(C)s2)C(C(=O)O)C1 (stereo not drawn) | -1.7% |
| 0.0% | -2.1% | Cc1nnc(NC(=O)CSc2nc(C3CCCCC3)nc3ccccc23)s1 | 7.5% |
| 6.5% | -8.0% | O=C(c1cccc2ccccc12)N1CCN(c2ccc([N+](=O)[O-])c(N3CCOCC3)c2)CC1 | 12.9% |
| 7.1% | -1.4% | CC(NC(=O)c1nn(C)c(=O)c2ccccc12)c1ccc(F)cc1 (stereo not drawn) | -1.4% |
| 6.8% | 2.1% | O=C(COc1ccccc1)N1CCN(c2ncnc3c2cnn3-c2ccccc2)CC1 | 3.6% |
| 0.0% | / | CCN(CC)S(=O)(=O)c1cccc(NC(=O)COC(=O)c2cncc(Br)c2)c1 | -8.4% |
| 2.1% | -26.4% | CCCCNC(=O)c1cn(CC)c2ccc(S(=O)(=O)N3CCCCCC3)cc2c1=O | 9.2% |
| 7.7% | -4.4% | CC(O)C(=O)N/N=C/c1cccc2ccccc12 (stereo not drawn) | 6.0% |

One compound at a time, as listed above.
CC(O)C(=O)N/N=C/c1cccc2ccccc12 (stereo not drawn) as listed: TDP1 block: 7.7%; N370S GC: -4.4%; FEN1 inh: 6.0%
Cc1ccc(C)c(OCC(O)CN2CCC(C)CC2)c1C (stereo not drawn) as listed: TDP1 block: -2.0%; N370S GC: -4.4%; FEN1 inh: -3.2%

The list continues.
| TDP1 block | N370S GC | canonical_smiles | FEN1 inh |
| --- | --- | --- | --- |
| 0.7%[56.1 µM] | 8.3% | Cc1nc2ccccn2c1C(=O)NNC(=O)Nc1cccc(C(F)(F)F)c1 | 13.6% |
| 3.7% | 5.5% | CCOC(=O)N1CCC(NC(=O)c2cc(C(=O)NC3CCN(Cc4ccccc4)CC3)ccc2CO)CC1 | 14.3% |
| 3.5% | 1.9% | COC(=O)C(C(=O)Nc1cccc(Cl)c1C)C1CCCC1 (stereo not drawn) | -9.9% |
| / | -1.1% | CN(C)CCNc1ccc(-c2n[nH]c(=O)c3ccccc23)cc1[N+](=O)[O-] | -7.7% |
| -0.3%[0.505 µM] | -4.6% | Cc1ccc(S(=O)(=O)N2CCOCC2)cc1C(=O)N1CC(C)OC(C)C1 (stereo not drawn) | 8.3% |
| 1.0% | 2.2% | O=c1[nH]c(Cc2cccs2)nc2ccccc12 | -0.7% |
| 0.0% | -19.2% | COc1ccc(-c2nnn(CC(=O)N(CC(=O)NC3CCCC3)Cc3ccco3)n2)cc1OC | 4.9% |
| / | -1.6% | COc1ccc(CCn2c(O)c(C3=c4ccccc4=NC3=O)sc2=S)cc1OC | 7.7% |
| 5.3% | -10.2% | COc1ccc(N2CCN(Cc3nc4ccccc4n3C)CC2)cc1 | -3.3% |
| 2.1% | 1.1% | O=C(COn1nnc2ccc(Cl)cc21)NCc1ccccc1 | -10.0% |
| 5.1% | -13.7% | N#CC1=C2SCC(O)(c3ccccc3)N2C(=O)CC1c1ccccc1F (stereo not drawn) | ? |
| -0.7% | 8.1% | Cc1cc(C(=O)Nc2sc3c(c2C#N)CCC(C(C)(C)C)C3)no1 (stereo not drawn) | 0.4% |
| -4.1% | 2.6% | COc1cccc(C(=O)NCC2CCCO2)c1 (stereo not drawn) | / |
| 5.3% | 3.6% | COc1cc(O)c(CCC(=O)c2cc(OC)c(OC)c(OC)c2)c(OC)c1 | -8.5% |
| 3.7% | 1.1% | CCCCNC(=O)CNC(=S)N(Cc1ccc(C)cc1)Cc1ccco1 | -21.2% |
| -5.7% | 8.9% | CC(C)(C)/C(O)=C/c1nc2ccccc2[nH]c1=O | -1.3% |
| 5.6% | 1.0% | Cc1ccc(NC(=O)c2cc([N+](=O)[O-])ccc2N2CCOCC2)cc1C | 9.4% |
| / | -7.0% | Cc1ccc(S(=O)(=O)NCC(=O)OCC(=O)Nc2cccc(S(=O)(=O)NC3=NCCCCC3)c2)cc1C | -3.6% |
| / | 6.7% | O=C(O)c1ccc(S(=O)(=O)c2ccc3c(c2)C(=O)N(NC(=O)c2ccncc2)C3=O)cc1 | -2.4% |
| 0.0% | / | Cc1ccc(NC(=O)CCCn2nc(C)c3c(C)n(-c4ccccc4)nc3c2=O)cc1Cl | 12.8% |

Single entries from the list.
In TDP1 block, `COc1ccc(NS(=O)(=O)c2ccc3[nH]c4c(c3c2)CCCC4)cc1Cl` reads 12.4%
In FEN1 inh, `Cc1ccc(S(=O)(=O)N2CCOCC2)cc1C(=O)N1CC(C)OC(C)C1` (stereo not drawn) reads 8.3%
In FEN1 inh, `CN(C)CCNc1ccc(-c2n[nH]c(=O)c3ccccc23)cc1[N+](=O)[O-]` reads -7.7%
In TDP1 block, `COc1ccc(N2CCN(Cc3nc4ccccc4n3C)CC2)cc1` reads 5.3%
In TDP1 block, `O=C(O)C1CCCN1S(=O)(=O)c1ccc2c(c1)CCC2` (stereo not drawn) reads 1.9%
In N370S GC, `O=C(O)c1ccc(S(=O)(=O)c2ccc3c(c2)C(=O)N(NC(=O)c2ccncc2)C3=O)cc1` reads 6.7%
In FEN1 inh, `CCOC(=O)c1c(NC(=O)CN(C)C2CCN(C)CC2)sc(C(=O)Nc2ccccc2)c1C` reads -13.3%

(next part)
| TDP1 block | N370S GC | canonical_smiles | FEN1 inh |
| --- | --- | --- | --- |
| -1.2% | 4.6% | NC(=O)[C@@H]1CCCN1Cc1nc(-c2ccc(C(F)(F)F)cc2)no1 | -3.1% |
| -6.2% | -1.3% | O=C(Nc1cc(S(=O)(=O)Nc2ccccc2Cl)ccc1O)c1sc2cc(Cl)ccc2c1Cl | -3.3% |
| -7.0% | 5.8% | CC(C(=O)Nc1ccccc1-c1ccccc1)N1CCCCC1 (stereo not drawn) | -11.4% |
| 2.6% | 5.3% | Cn1cnc([N+](=O)[O-])c1Sc1n[nH]c(N)n1 | 4.9% |
| 7.7% | -14.4% | COc1ccc(-c2csc3ncn(-c4cccc(C)c4)c(=O)c23)cc1OC | -1.1% |
| 2.7% | -4.1% | CCNCc1nc2cc(Cl)ccc2c(=O)[nH]1 | 13.3% |
| 6.8% | -1.9% | CN(C)S(=O)(=O)c1cccc(C(=O)NCc2ccco2)c1 | -2.1% |
| -5.6% | 9.8% | CC(=O)Oc1ccc2c(=O)c(N3C(=O)c4ccccc4C3=O)c(C)oc2c1 | 6.3% |
| -2.7% | / | CCCCNC(=O)C1CCN(c2nc3ccc(C)cc3[nH]2)CC1 | 2.9% |
| -1.2% | 4.1% | CS(=O)(=O)c1ccc2nc(NC(=O)CS(=O)(=O)Cc3ccccc3)sc2c1 | -2.6% |
| -3.7% | -25.0% | CC(C)CC(=O)NC(=S)Nc1ccc(S(=O)(=O)N2CCCC2)cc1 | -9.4% |
| 5.3% | 11.0% | CCOCCCNC(=S)NCCCNc1nc2ccc(C)cc2cc1C#N | / |
| 5.8% | ? | CCCCCn1c(=O)[nH]c2cc(C(=O)NCCN3CCCCC3C)ccc2c1=O (stereo not drawn) | 0.3% |
| -4.5% | ? | Cc1nn(Cc2ccc(C(=O)NC3CCCCC3)o2)c(C)c1Br | -18.4% |
| 2.4% | -1.2% | Cc1nn(C)c(Oc2cccc(Cl)c2)c1C#N | ? |
| / | 0.8% | C[C@H](C(O)c1ccccc1)N(C)C(=O)CN (stereo partly drawn) | 3.8% |
| 5.8% | -12.7% | O=C1CC(N2CCN(C/C=C/c3ccccc3)CC2)C(=O)N1Cc1ccc(N2CCCC2=O)cc1 (stereo not drawn) | 5.8% |
| 4.9% | 7.1% | COc1ccc(Cl)cc1C(=O)NNC(=O)C1COc2ccccc2O1 (stereo not drawn) | 0.8% |
| 9.1% | 5.9% | COc1ccccc1NC(=O)C(O)C(O)C(=O)Nc1ccccc1OC (stereo not drawn) | -10.8% |
| -1.2% | -5.6% | Cc1cccc(NC(=O)CN2C(=O)COc3ccc(Cl)cc32)c1C | -5.4% |
| 2.7% | 1.6% | COc1cc(/C=C/C(=O)Nc2nnc(CC(C)(C)C)s2)cc(OC)c1OC | 12.8% |
| -2.3% | 3.4% | O=C(O)C1C2C=CC(O2)C1C(=O)Nc1ccc(S(=O)(=O)Nc2ccccc2)cc1 (stereo not drawn) | -16.5% |
| 13.6%[56.1 µM] | 15.3%&-1.7% | N[C@H](C(=O)O)[C@@H]1C[C@@H]1C(=O)O | / |
| 0.5% | 4.4% | N#CC(c1ccc(F)cc1)c1ccc(C(=O)c2ccc(F)cc2)cc1 (stereo not drawn) | -10.9% |
| / | -2.2% | CCn1c(=O)c2cc(C(=O)NCCN(C)C)sc2c2ccccc21 | -15.5% |
| -0.1% | 4.1% | O=C(Nc1ccccc1)c1cccc(N2C(=O)C3C4C=CC(C4)C3C2=O)c1 (stereo not drawn) | 3.4% |
| 1.9% | / | Cc1ccc(-c2cc(-c3coc4ccccc4c3=O)c3c(n2)-c2cc(Cl)ccc2OC3)cc1 | 1.4% |
| -1.1% | / | CC(C)CC(=O)NC(=S)Nc1ccc(NC(=O)c2cccs2)cc1 | -10.6% |
| 1.1% | / | COc1cccc(NC(=O)Cn2nc(-c3ccncc3)ccc2=O)c1 | -8.9% |
